# M4 PAM: human M4 muscarinic receptor positive allosteric modulators, primary screen, CHO-K1 cells, Fluo-8 calcium fluorescence; AID 624126, 2012; CHO-K1 hM4/Gqi5, ACh EC20; 0% = ACh EC20, 100% = maximal ACh; Muscarinic acetylcholine receptor M4 (Homo sapiens), P08173; 360,000 compounds, 0.4% hits; activation, % at 3 µM;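 active means activation above its plate's cutoff, the mean activation of sample wells plus 3 SD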; further: some results filed as inactive read as strong as hits
# Target sequence (P08173 whole entry, looked up): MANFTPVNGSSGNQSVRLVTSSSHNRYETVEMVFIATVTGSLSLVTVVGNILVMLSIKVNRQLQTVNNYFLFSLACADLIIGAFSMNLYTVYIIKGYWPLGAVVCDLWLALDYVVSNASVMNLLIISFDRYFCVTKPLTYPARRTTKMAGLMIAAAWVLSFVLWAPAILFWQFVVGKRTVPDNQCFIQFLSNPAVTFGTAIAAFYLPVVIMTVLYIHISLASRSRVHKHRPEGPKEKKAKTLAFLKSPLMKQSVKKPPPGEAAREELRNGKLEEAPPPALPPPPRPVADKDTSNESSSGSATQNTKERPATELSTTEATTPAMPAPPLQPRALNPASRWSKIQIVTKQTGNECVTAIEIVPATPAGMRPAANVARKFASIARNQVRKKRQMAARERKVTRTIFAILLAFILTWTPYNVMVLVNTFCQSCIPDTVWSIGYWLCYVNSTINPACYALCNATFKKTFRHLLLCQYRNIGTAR
# CHRM5 agonist: human M5 muscarinic receptor agonists, primary screen, CHO-K1 cells, Fluo-8 calcium fluorescence. CHO-K1 hM5 cells; 0% DMSO wells, 100% maximal acetylcholine response. activation, % at 3 µM. 360,000 compounds, 0.19% hits;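 active means activation above the run's mean over test compounds plus 3 SD, cut at about 23% in these data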;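 further: signal is peak over basal fluorescence ratio across the kinetic read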
# Target sequence (P08912 whole entry, looked up): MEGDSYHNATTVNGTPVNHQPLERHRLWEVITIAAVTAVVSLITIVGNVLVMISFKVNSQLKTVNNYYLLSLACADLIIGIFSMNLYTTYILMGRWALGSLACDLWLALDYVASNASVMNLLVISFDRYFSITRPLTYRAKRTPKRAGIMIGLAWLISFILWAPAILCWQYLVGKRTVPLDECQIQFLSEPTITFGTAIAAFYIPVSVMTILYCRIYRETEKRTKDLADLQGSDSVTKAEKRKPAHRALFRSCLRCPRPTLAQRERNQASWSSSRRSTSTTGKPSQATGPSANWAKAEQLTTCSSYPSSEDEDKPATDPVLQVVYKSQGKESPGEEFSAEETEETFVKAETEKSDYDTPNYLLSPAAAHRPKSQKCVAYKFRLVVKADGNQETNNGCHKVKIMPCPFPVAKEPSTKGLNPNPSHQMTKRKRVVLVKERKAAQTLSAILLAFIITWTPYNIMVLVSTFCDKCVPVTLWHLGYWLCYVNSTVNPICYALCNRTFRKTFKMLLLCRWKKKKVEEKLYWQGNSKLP
# M1 PAM parental: nonselective calcium activators in parental CHO-K1 cells, primary screen, counter-screen for M1 PAM project, cell-based, Fluo-8 calcium fluorescence, full deck, 1536-well | ATP EC20; 0% at ATP EC20, 100% at ATP max | activation, % at 3 µM | 360,000 compounds, 0.02% hits | AID 602247, 2012;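 active means activation above the run cutoff, the mean activation of all test compounds plus 3 SD, cut at about 40% in these data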;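 further: peak over basal fluorescence ratio in a 140 s read after ATP addition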
# CHO-K1 Ca ag: counter-screen for M1 agonists: effect in parental CHO-K1 cells. Fluo-8 calcium fluorescence; scaled to maximal ATP response, vehicle zero. activation, % at 3 µM. 360,000 compounds, 0.48% hits; in the data active means activation above about 15%;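 further: untransfected CHO-K1 host cells lacking M1 receptor as counterscreen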
# CHRM5 PAM: human M5 muscarinic receptor positive allosteric modulators, primary screen, CHO-K1 cells, Fluo-8 calcium fluorescence; CHO-K1 hM5, ACh EC20 PAM; 0% = ACh EC20, 100% = ACh EC100; activation, % at 3 µM; 360,000 compounds, 0.3% hits; AID 624038, 2012;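 active means activation above the run cutoff, the mean activation of all test compounds plus 3 SD, cut at about 18% in these data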
#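 system = human M5 receptor in CHO-K1 cells | compound = one concentration, 3 µM final (nominal) | schedule = Post-acetylcholine fluorescence recording 140 s | signal = Fluo-8 calcium dye fluorescence, kinetic read | benchmarks = low control EC20 acetylcholine (0%), high control EC100 acetylcholine (100%) | repeats = singlicate, one well per test compound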
# M4 antag: human M4 muscarinic receptor antagonists, primary screen, CHO cells, Fluo-8 calcium fluorescence | 360,000 compounds, 0.73% hits | inhibition, % at 3 µM | CHO-hM4 cells, ACh EC80 | AID 624125, 2012 | Muscarinic acetylcholine receptor M4 (Homo sapiens), P08173;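 active means inhibition above its plate's cutoff, the mean inhibition of sample wells plus 3 SD, cut at about 27% in these data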;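 further: 0% = acetylcholine EC80 with DMSO and 100% = DMSO without agonist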
# CHO-K1 Ca antag: counter-screen for M1 antagonists: effect in parental CHO-K1 cells. ATP-induced calcium, Fluo-8 fluorescence. AID 602250. inhibition, % at 3 µM. 360,000 compounds, 0.6% hits;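 active means inhibition above a per-plate cutoff, the plate's mean sample inhibition plus 3 SD, cut at about 24% in these data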;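 further: 0% = DMSO plus EC80 ATP and 100% = DMSO alone without ATP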
# M5 antag: human M5 muscarinic receptor antagonists, primary screen, CHO cells, Fluo-8 calcium fluorescence; CHO-hM5 cells, ACh EC80; inhibition, % at 3 µM; 360,000 compounds, 0.59% hits; AID 624040, 2012;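 active means inhibition above a per-plate cutoff, the mean of that plate's test compounds plus 3 SD, cut at about 27% in these data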;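 further: 0% = acetylcholine EC80 with DMSO and 100% = DMSO without agonist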
# M4 ag: human M4 muscarinic receptor agonists, primary screen, CHO-K1 cells, Fluo-8 calcium fluorescence; CHO-K1 hM4/Gqi5; vehicle 0%, full acetylcholine response 100%; 360,000 compounds, 0.14% hits; AID 624127, 2012; activation, % at 3 µM;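 active means activation above the run mean over all test wells plus 3 SD, cut at about 32% in these data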;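 further: peak over basal fluorescence ratio per well then scaled between controls; 0% = DMSO wells and 100% = acetylcholine at EC100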
# * = called active by the depositor.
SMILES,M4 PAM,CHRM5 agonist,M1 PAM parental,CHO-K1 Ca ag,CHRM5 PAM,M4 antag,CHO-K1 Ca antag,M5 antag,M4 ag
O=C(CNS(=O)(=O)c1ccc(F)cc1)N1CCN(c2ccccc2)CC1,2,2,19,3.5,-4,27*,-4,6,2
Cc1occc1C(=O)N1CCN(C(c2ccccc2)c2ccccc2)CC1,-7,-7,16,0.8,-13,-4,-4,9,-2
Cc1cc(C(=O)N2CCCC(N3CCN(c4cccc(C(F)(F)F)c4)CC3)C2)n[nH]1 (configuration not stated),-2,-1,9,0.5,-1,9,-5,-1,0
O=C(CN1C(=O)C2C3C=CC(C3)C2C1=O)Nc1cccc(S(=O)(=O)N2CCCC2)c1 (configuration not stated),3,0,25,1.1,-1,0,-2,-5,2
COc1ccccc1N1CCN(C(=O)c2cc(C3CC3)on2)CC1,1,2,24,1.2,-3,-9,-5,2,3
CC(=O)C1=C(O)C(=O)N(c2ccc(S(=O)(=O)Nc3nccs3)cc2)C1c1ccc([N+](=O)[O-])cc1 (configuration not stated),-3,0,10,-0.2,3,0,-2,-12,0
COc1ccc(C(=O)N2CCCC(c3cc(C(=O)NCc4cccnc4)no3)C2)cc1 (configuration not stated),0,2,-7,0.8,0,-11,15,-3,2
Cc1cc(Cl)ccc1OCC(=O)Nc1ccccc1NS(=O)(=O)c1cccs1,-6,-2,14,4.2,-8,-5,4,-4,8
Cc1cc(=O)oc2cc(OCC(=O)N3CC(=O)Nc4ccccc43)c(Cl)cc12,12,0,5,0.3,-7,-7,-18,12,4
CC1=C(C(=O)Nc2ccccc2)C(c2ccccn2)n2ncnc2N1 (configuration not stated),1,-2,-6,-0.3,17,4,23,-7,0

# Overlap with the part before: four compounds, then new ones.
SMILES,M4 PAM,CHRM5 agonist,M1 PAM parental,CHO-K1 Ca ag,CHRM5 PAM,M4 antag,CHO-K1 Ca antag,M5 antag,M4 ag
COc1ccc(C(=O)N2CCCC(c3cc(C(=O)NCc4cccnc4)no3)C2)cc1 (configuration not stated),0,2,-7,0.8,0,-11,15,-3,2
Cc1cc(Cl)ccc1OCC(=O)Nc1ccccc1NS(=O)(=O)c1cccs1,-6,-2,14,4.2,-8,-5,4,-4,8
Cc1cc(=O)oc2cc(OCC(=O)N3CC(=O)Nc4ccccc43)c(Cl)cc12,12,0,5,0.3,-7,-7,-18,12,4
CC1=C(C(=O)Nc2ccccc2)C(c2ccccn2)n2ncnc2N1 (configuration not stated),1,-2,-6,-0.3,17,4,23,-7,0
COc1ccc(N2CCN(C(=O)COC(=O)c3cccc(S(=O)(=O)Nc4ccccc4OC)c3)CC2)cc1,-7,4,6,8.4,-17,1,9,19,18
C=C(C)CSc1nnc([C@@H]2CCCN2C(=O)OC(C)(C)C)o1,1,-4,12,0.5,4,1,-4,-7,0
CC(Nc1nc(-c2ccc(F)cc2)cs1)c1nc2cc(Cl)c(Cl)cc2n1CCCO (configuration not stated),-4,1,21,-0.2,-1,-7,-27,5,1
CCC(=O)Nc1ccc(C=C(C(C)=O)C(C)=O)cc1,1,3,14,1.0,0,-5,-5,3,0
O=C1NC[C@H](Cc2ccccc2)N(CCc2cc(C(F)(F)F)cc(C(F)(F)F)c2)C1=O,10,0,-3,0.0,-3,14,-7,0,-2
Fc1ccccc1-c1nc(-c2ccc(Br)o2)no1,1,-2,0,-0.1,-5,-5,-6,8,0
Cc1cccc(N2CCN(C(=O)C3CCN(S(=O)(=O)N4CCOCC4)CC3)CC2)c1C,-5,1,-3,3.5,-8,-4,-6,0,3
Cc1cc(Nc2ccc(C)c(C)c2)c2ccccc2n1,-5,-11,6,2.7,-3,-11,3,3,7
COc1ccc(C(=O)c2c3ccccc3[n+]([O-])n2CCC(N)=O)cc1,-3,3,6,0.2,10,1,-4,-2,1
CCCN=C1N(CC)C[C@@H]2[C@@H]3C(=O)N(C)C(=O)[C@@H]3[C@](Cc3ccccc3)(C(=O)OC)N12,-2,0,6,-0.1,4,-10,-15,-16,0
Cc1cccc(CN2CCN(CC(=O)NCCCN3CCN(c4ccc(F)cc4)CC3)C2=O)c1,-2,1,10,3.7,1,-9,-31,-5,6
Cc1ccc(NC(=O)COC(=O)Cc2csc(-c3ccc(Cl)cc3)n2)cc1C,9,-1,-7,-0.5,-2,-8,6,4,-1
Cc1cc(C)c(S(=O)(=O)/N=C2\C=C(NS(=O)(=O)c3ccccc3)C(=O)c3ccccc32)c(C)c1,1,-3,-17,-0.1,-1,7,-5,11,2
O=C(Oc1ccc(Br)cc1)c1n[nH]c(=O)c2ccccc12,10,0,-1,0.6,2,9,7,-19,2
Cc1cc2cc(CNC(=O)Cc3ccc([N+](=O)[O-])cc3)ccc2n1C,-15,-1,-21,0.5,-6,12,22,17,0
COC(=O)C1CCN(C(=O)COC(=O)C2CCN(S(=O)(=O)c3ccc(C)c(C)c3)CC2)CC1,1,0,9,0.8,-1,-1,2,6,0
CC(C)(C)c1ccc(C(=O)NC2CCN(Cc3ccccc3)CC2)cc1,-13,-6,-7,9.6,-14,6,-7,24,5
Cc1cccc(/C=C2/SC(=O)N(Cc3ccccc3)C2=O)n1,12,0,14,0.3,-6,-14,-12,-13,0
O=C(N/N=C/c1ccc(Br)cc1)c1cc[n+]([O-])cc1,14,-2,22,0.6,14,-20,-22,-8,1
COc1cc(OC)cc(C(=O)OCc2cc3ccccc3[nH]c2=O)c1,6,-4,-3,-0.2,-6,-17,0,-7,0
O=C(Cn1cccc1C(=O)c1ccccc1)NCc1cccnc1,22,-4,9,0.2,-1,11,-2,1,0
Cc1cccc(C)c1NC(=O)C(NC=O)c1ccc(N(C)C)cc1 (configuration not stated),0,-4,14,0.6,5,-2,-9,-4,0
O=C(O)/C=C/c1cn(-c2ccccc2)nc1-c1cccs1,4,0,20,3.7,-3,0,-15,10,5
COC(=O)c1ccccc1NCCO,-3,2,1,1.4,-9,-1,-17,18,0
O=C(Oc1ccc(Br)cc1C(=O)/C=C/c1ccccc1F)c1ccco1,-9,-3,12,1.5,2,-6,-6,13,0
COC(=O)Cc1c(C)c2ccc(O)c(CNCc3ccc(OC)c(OC)c3)c2oc1=O,8,-2,6,0.5,5,-8,-7,1,2
CC(NC(=O)Nc1ccc(Cl)cc1)C(c1cccs1)N1CCOCC1 (configuration not stated),-2,7,4,2.0,-5,-3,4,2,6
O=C(CCSc1ccccc1)Nc1ccc(OCc2ccccc2)cc1,2,1,10,0.0,0,0,-10,3,-1
O=S(=O)(/N=S1\CC=CCN1S(=O)(=O)c1ccccc1)c1ccccc1 (configuration not stated),-6,34*,14,35*,3,14,-5,14,60*
Cc1cc(C(=O)NC(C)c2ccccc2)c2cc(F)ccc2n1 (configuration not stated),-7,-7,17,1.0,7,2,-7,-6,1
CCN(C(=O)/C=C/c1ccc2c(c1)OCO2)c1ccccc1,24*,-5,25,1.2,20*,-12,-16,1,1
Fc1cccc2sc(Nc3nc4cc5c(cc4s3)OCO5)nc12,8,-2,29,1.9,-2,-10,-15,2,1
Cc1ccccc1CSc1nn2c(=O)c(C)nnc2s1,-4,-1,-20,-0.1,-1,3,24*,9,1
CCOc1ccc(-n2c(SCC(=O)Nc3nccs3)nnc2-c2ccoc2C)cc1,8,-1,21,0.0,-3,-10,-14,10,-1
CC(=O)Nc1ccc(C=NNC(=O)c2ccc(NS(=O)(=O)c3cccs3)cc2)cc1,10,-3,14,0.1,13,-13,-11,-4,-1
COc1ccc(NC(=O)C2CCC(N3C(=O)C4CCCCC4C3=O)CC2)cc1 (configuration not stated),1,-1,-10,2.1,-8,-4,-9,24,2
CCNc1nc(NCC)n2c(SC(C(=O)Nc3cc(Cl)cc(Cl)c3)c3ccccc3)nnc2n1 (configuration not stated),6,0,-9,0.3,0,-3,18,5,0
CC(Nc1nc(N2CCNCC2)nc2ccccc12)c1ccccc1 (configuration not stated),-17,-18,21,0.3,-10,12,-8,13,0
COc1cc(CC(=O)NCC2CCCCC2)cc(OC)c1OC,2,1,-25,1.0,-1,-1,7,-1,1
O=C(CCc1c[nH]c2ccccc12)OCc1cccc([N+](=O)[O-])c1,-8,-5,9,3.0,-8,-8,-15,17,5
Cc1cc(C)n(-c2nc(NCc3cccnc3)c3c4c(sc3n2)COC(C)(C)C4)n1,5,-4,18,1.7,-4,-7,-6,2,5
O=C(Nc1ccccc1N1CCOCC1)c1ccc([N+](=O)[O-])o1,2,-1,-2,1.1,7,-7,4,-3,2
CCOc1cc(/C=C/c2ccc3cccc([N+](=O)[O-])c3n2)ccc1O,1,-3,-12,-0.5,-9,-2,21,4,0
CN(Cc1ccco1)C(=O)CC[C@H]1O[C@@H](n2ccc(=O)[nH]c2=O)[C@H](O)[C@@H]1O,0,2,5,-0.2,-1,8,0,4,0
Cc1cc(/C(N)=N/OC(=O)c2cccc(Cl)c2)no1,-2,-5,13,0.4,6,-10,-6,-7,0
CCC(NC(=O)c1ccccc1NC(=O)c1ccc(OC)cc1)C(=O)N1CCCC1 (configuration not stated),-3,0,15,0.6,-3,5,-7,6,1
COc1ccc(S(=O)(=O)NC(C)C(=O)NCC2CCCO2)cc1OC (configuration not stated),10,-4,12,0.8,8,-22,-19,6,1
Cc1ccc(C(=O)NCCN2C3=NC[C@H](C(C)C)N3C[C@H]2Cc2ccc(O)cc2)cc1Br,-6,-11,-3,-0.7,-4,7,4,12,1
Cc1[nH]nc(-c2ccc(OCc3cnn(-c4ccccc4)c3)cc2O)c1Oc1ccc(Cl)cc1,3,-1,6,0.4,2,-6,0,4,1
CC[C@@]12C(=O)N(c3cccc(C)c3)C(=O)N1[C@H](c1ccc(Br)cc1)[C@@H]1C(=O)N(C(C)(C)C)C(=O)[C@@H]12,18,-4,-9,-0.6,2,-7,4,6,0
# Next part.
SMILES,M4 PAM,CHRM5 agonist,M1 PAM parental,CHO-K1 Ca ag,CHRM5 PAM,M4 antag,CHO-K1 Ca antag,M5 antag,M4 ag
COCCNC(=O)c1cccc(OC2CCN(Cc3ccc(C(=O)OC)cc3)CC2)c1,-15,-24,11,0.1,-30,60*,-6,25,0
COc1ccc(S(=O)(=O)N2CCCOC2CNC(=O)C(=O)NCc2ccco2)cc1 (configuration not stated),-2,2,8,0.1,2,-5,-14,-14,1
CC(C)(C)c1cc(C(=O)NCCN2CCCC2)cc(C(C)(C)C)c1,-2,-9,25,0.8,0,-3,-9,5,2
COc1ccc(-n2c(=O)[nH]c3c(C(N)=O)nc(C4CCCCC4)nc32)cc1,3,-2,-3,0.3,-7,-9,0,13,1
CN(Cc1nc2c(s1)CCCC2)C(=O)CCc1nnc(-c2ccc3c(c2)OCO3)o1,6,-2,12,0.9,1,-2,-3,3,1
O=C1NC(=S)S/C1=C\c1coc2ccc(O)cc2c1=O,6,4,8,0.6,2,4,-11,5,0
C(=NN1CCCCCC1)c1ccc2ccccc2n1,-4,2,14,0.9,-5,-11,-16,-7,2
COc1ccc(NC(=O)CSc2nnnn2C)cc1,0,0,12,2.5,0,1,-15,10,6
Brc1ccc(C2=Nn3c(Cn4nnc5ccccc54)nnc3SC2)cc1,-3,-2,22,0.6,0,3,-17,3,1

# Source: PubChem BioAssay

# Hits appear at their usual frequency, and some 2.7% of all compounds hit somewhere here.
